GPR151 activ: activators of human GPR151; Q8TDV0; PathHunter beta-arrestin GPR151 cells, luminescence; activation, % at 11.2 µM; 1% of 650,000 active; AID 1508602; in the data active means activation above about 4.9%;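 further: 0% = median of compound wells and 100% = cells with positive control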
FBW7 act: human FBW7 E3 ligase activation, primary screen. Q969H0. AlphaScreen FBW7–phospho-cyclin E peptide binding, activator screen. normalized activity (activation), % at 26.1 µM. 0.13% of 650,000 active; in the data active means normalized activity above about 1.9%;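 further: purified mutant Fbw7 with reduced substrate affinity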
Target sequence (Q969H0 whole entry, looked up): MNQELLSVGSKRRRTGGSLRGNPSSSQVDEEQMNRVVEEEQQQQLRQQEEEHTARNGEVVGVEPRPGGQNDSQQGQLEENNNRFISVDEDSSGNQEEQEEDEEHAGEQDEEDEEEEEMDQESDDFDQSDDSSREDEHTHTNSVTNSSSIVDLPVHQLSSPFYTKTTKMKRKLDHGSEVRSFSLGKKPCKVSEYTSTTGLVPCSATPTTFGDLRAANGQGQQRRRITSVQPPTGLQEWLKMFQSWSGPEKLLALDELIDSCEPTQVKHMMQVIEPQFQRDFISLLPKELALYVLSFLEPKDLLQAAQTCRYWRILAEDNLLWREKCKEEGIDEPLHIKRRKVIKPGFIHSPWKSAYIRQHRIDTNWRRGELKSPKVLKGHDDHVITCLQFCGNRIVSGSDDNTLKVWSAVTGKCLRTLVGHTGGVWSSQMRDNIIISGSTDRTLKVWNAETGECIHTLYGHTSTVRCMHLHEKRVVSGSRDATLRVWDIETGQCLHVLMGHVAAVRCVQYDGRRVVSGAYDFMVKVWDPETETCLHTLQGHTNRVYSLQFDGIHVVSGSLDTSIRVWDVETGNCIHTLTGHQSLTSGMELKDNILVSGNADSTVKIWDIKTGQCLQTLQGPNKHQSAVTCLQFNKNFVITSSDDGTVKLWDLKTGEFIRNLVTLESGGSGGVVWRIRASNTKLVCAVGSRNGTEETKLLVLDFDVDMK
TEAD-YAP block: TEAD-YAP interaction inhibition. HEK-TIYL cells, TEAD-Gal4/YAP UAS-luciferase luminescence. AID 1259422. 1.4% of 640,000 active. inhibition, % at 9.12 µM; in the data active means inhibition above about 32%;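 further: 0% = median of test compound wells and 100% = reference inhibitor wells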
MITF primary: human MITF inhibition, primary screen | O75030 | AlphaScreen MITF homodimerization, bead proximity signal | inhibition, % at 2.6 µM | 0.91% of 650,000 active | AID 1259374; in the data active means inhibition above about 50%;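 further: 0% = vehicle wells with protein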
Numbers without * were called inactive.

Field names – A = GPR151 activ; B = FBW7 act; C = TEAD-YAP block; D = MITF primary
SMILES: COc1ccc(/C=C\C(=O)NCc2cc(-c3cccs3)on2)cc1OC
  A: -0.7	B: 0.0	C: -12	D: -7
SMILES: COc1ccccc1CC(=O)NCc1nn(-c2ccccc2)nc1C
  A: 0.0	B: 0.0	C: 4	D: -11
SMILES: CC(=O)C1CC(CC(=O)N[C@H](C)Cn2nnc3ccccc32)C1(C)C (some centres not stated)
  A: -0.2	B: -0.1	C: 3	D: -3
SMILES: COc1ccc2c(C)cc(SCC(=O)Nc3sccc3C(N)=O)nc2c1
  A: 1.6	B: -0.1	C: -12	D: 11
SMILES: Cc1c(C(=O)Nc2c(F)cccc2F)sc2ncn(CC(=O)N3CCOCC3)c(=O)c12
  A: -1.7	B: 0.1	C: 3	D: 7
SMILES: COC(=O)c1ccc(C2C3=C(CC(c4ccc(C(C)(C)C)cc4)CC3=O)Nc3ccccc3N2C(=O)/C=C/c2ccccc2)cc1 (configuration not stated)
  A: -0.2	B: 0.1	C: 10	D: 14
SMILES: Cc1cc(C)c(NC(=O)C23CC4CC(CC(C4)C2)C3)c(C)c1
  A: 1.0	B: -0.1	C: -10	D: 6
SMILES: O=C1OC(Nc2nc(-c3cccc([N+](=O)[O-])c3)cs2)c2ccccc21 (configuration not stated)
  A: -0.9	B: 0.2	C: -32	D: -8
SMILES: Cc1ccc(N2C(=O)C3C4CCC(C4)C3C2=O)cc1C (configuration not stated)
  A: 0.8	B: 0.0	C: 2	D: -15
SMILES: O=c1oc2ccc(Br)cc2cc1-c1nc(-c2ccc(-c3ccccc3)cc2)cs1
  A: 0.3	B: 0.1	C: 8	D: 16
SMILES: COc1ccc(CNC2CC(=O)N(c3ccc(Cl)cc3)C2=O)cc1 (configuration not stated)
  A: -0.6	B: 0.1	C: -5	D: 18
SMILES: Cc1ccc(C)c(NC(=O)CSc2ncccn2)c1
  A: -1.7	B: 0.1	C: -2	D: 2
SMILES: CCCNC(=O)Cc1csc(SCc2ccc(Br)cc2)n1
  A: 0.2	B: 0.3	C: 5	D: -2
SMILES: CCCCCn1c(=O)[nH]c2cc(C(=O)N3CCN(c4ccccc4F)CC3)ccc2c1=O
  A: -0.5	B: -0.1	C: 11	D: 2
SMILES: Cc1cnc(Nc2ccc(N3CCOCC3)cc2)nc1NCCN1CCOCC1
  A: 0.7	B: -0.1	C: 0	D: 1
SMILES: O=C(OCc1nc2ccccc2s1)c1ccc(Br)s1
  A: 0.9	B: 0.2	C: -2	D: 2
SMILES: N#Cc1c2c(c(Nc3ccccc3)n3c1nc1ccccc13)CCCC2
  A: 1.3	B: 0.5	C: 17	D: -14
SMILES: COC(=O)c1ccccc1NC(=O)CC(=O)Nc1ccc2nc3n(c(=O)c2c1)CCCCC3
  A: -0.5	B: -0.2	C: -4	D: 0
SMILES: CCOC(=O)c1nnc(Cc2ccccc2OC)o1
  A: -0.2	B: -0.1	C: -4	D: -9
SMILES: CC1(C)CC(C(=O)N2CCC(c3[nH]ncc3Cc3ccccc3)CC2)CCO1 (configuration not stated)
  A: -1.9	B: -0.2	C: 11	D: 6
SMILES: O=C(Nc1nc(-c2ccc3ccccc3c2)cs1)c1cccc(Cl)c1
  A: -1.1	B: 0.1	C: -11	D: -18
SMILES: CCOc1cc(/C=C(\C#N)C(=O)Nc2ccc([N+](=O)[O-])cc2)ccc1OC(C)=O
  A: 1.4	B: -0.3	C: 17	D: 7
SMILES: CCN1/C(=C/c2cc[n+](C)cc2)C=Cc2cc(C)ccc21
  A: 3.1	B: -0.6	C: 81*	D: 11
SMILES: Cc1cc(C(F)(F)F)nc(SCC(=O)Nc2ccc(F)cc2F)n1
  A: -0.1	B: 0.1	C: -5	D: 5
SMILES: Cc1nnc2c3ccccc3c(-c3ccccc3)nn12
  A: 0.2	B: -0.3	C: 7	D: -8

The listing continues:
Field names – A = GPR151 activ; B = FBW7 act; C = TEAD-YAP block; D = MITF primary
SMILES: CC(C)(C)C1=N/C(=C\c2ccccc2[N+](=O)[O-])C(=O)O1
  A: -0.1	B: 0.2	C: 20	D: 6
SMILES: Cc1nnc(NC(=O)CSc2nccn2C)s1
  A: 1.3	B: -0.1	C: 7	D: 10
SMILES: C=CCNC(=O)CC(NS(=O)(=O)c1ccc(C)cc1)c1ccco1 (configuration not stated)
  A: -1.0	B: 0.0	C: 0	D: 6
SMILES: Cc1cccc2cc(C#N)c(NCCNC(=O)c3ccccc3F)nc12
  A: 1.2	B: 0.0	C: -14	D: 2
SMILES: O=C(Nc1cccc2ccccc12)c1nn2c(C(F)(F)F)cc(-c3ccccc3)nc2c1Cl
  A: -0.7	B: 0.0	C: -3	D: -15
SMILES: COC(=O)c1ccc(OC(=O)c2ccc(S(=O)(=O)N(C)C)cc2)c(C(=O)OC)c1
  A: 1.3	B: 0.1	C: 1	D: 4
SMILES: Oc1c(C(Nc2ncccn2)c2ccc(F)cc2)ccc2cccnc12 (configuration not stated)
  A: 2.1	B: 0.0	C: 1	D: 15
SMILES: CCOc1ccc(NC(=O)C(=O)N/N=C/c2ccc(C)cc2)cc1
  A: -0.8	B: 0.1	C: 4	D: 1
SMILES: COc1ccc(C(C)(C)C)cc1S(=O)(=O)N1CCN(c2ccccc2)CC1
  A: 0.8	B: -0.1	C: 3	D: 2
SMILES: COc1ccc(C(=O)NCCCc2ccc(N(C)C)cc2)cc1
  A: -0.8	B: -0.3	C: -8	D: 7
SMILES: Clc1ccc(C2=CSC3=NCCN23)cc1Cl
  A: -1.1	B: 0.0	C: 13	D: 16
SMILES: CC(=O)C1=C(O)C(=O)N(Cc2ccco2)C1c1ccc(Br)cc1 (configuration not stated)
  A: -0.6	B: 1.2	C: -4	D: 21
SMILES: O=C1CSC(=Nc2ccc3c(c2)OCO3)N1
  A: 1.9	B: -0.3	C: 7	D: 15
SMILES: CCOc1ccccc1NC(=O)CSc1nnc2[nH]c(=O)c(C)c(C)n12
  A: -2.4	B: -0.3	C: -5	D: 0
SMILES: CCCC(=O)Nc1nnc(-c2ccc(C(C)(C)C)cc2)s1
  A: 0.0	B: 0.1	C: -23	D: -1
SMILES: Cc1ccc(NC(=O)c2sc3ncn(CC(=O)N4CCCC4)c(=O)c3c2C)cc1F
  A: 1.7	B: -0.1	C: -6	D: 11
SMILES: Brc1cccc(-c2cc3ccccn3c2)c1
  A: 0.7	B: 0.5	C: -1	D: 0
SMILES: CCn1nc(C)cc1C(=O)N(CCCN(C)C)c1nc2c(OC)ccc(Cl)c2s1
  A: -0.5	B: 0.0	C: -14	D: -16
SMILES: O=C(C1CCOC1)N1CCOc2ccc(CN3CCC(Oc4cccnc4)CC3)cc2C1 (configuration not stated)
  A: -0.9	B: 0.1	C: 12	D: 16
SMILES: COc1cc(Cl)c(C)cc1NC(=O)c1cnc(N2CCN(c3ccccc3OC)CC2)c2ccccc12
  A: -0.2	B: 0.1	C: 11	D: 12
SMILES: CCOC(=O)c1c2n(c3cc(Br)c(OC)cc13)CCN(c1cccc(Cl)c1)C2
  A: 0.4	B: 0.4	C: -9	D: 14
SMILES: Cc1ccc(C)n1-c1cc(C(F)(F)F)ccc1N1CCOCC1
  A: -0.4	B: 0.1	C: -9	D: -9
SMILES: C#CCN1C(=O)S/C(=C/c2ccc(O)c([N+](=O)[O-])c2)C1=O
  A: -3.0	B: 0.5	C: 9	D: 9
SMILES: COc1ccc2[nH]c3c(c2c1)CCNC31CCN(C(=O)NC(C)C)CC1
  A: -0.5	B: -0.1	C: -19	D: -9
SMILES: O=C(O)Cn1c(=O)c2cc3c(=O)n(CC(=O)O)c(=O)c3cc2c1=O
  A: -0.9	B: 0.9	C: 2	D: 19

Entries shown so far that have bromine:
Field names – A = GPR151 activ; B = FBW7 act; C = TEAD-YAP block; D = MITF primary
SMILES: O=c1oc2ccc(Br)cc2cc1-c1nc(-c2ccc(-c3ccccc3)cc2)cs1
  A: 0.3	B: 0.1	C: 8	D: 16
SMILES: CCCNC(=O)Cc1csc(SCc2ccc(Br)cc2)n1
  A: 0.2	B: 0.3	C: 5	D: -2
SMILES: O=C(OCc1nc2ccccc2s1)c1ccc(Br)s1
  A: 0.9	B: 0.2	C: -2	D: 2
SMILES: CC(=O)C1=C(O)C(=O)N(Cc2ccco2)C1c1ccc(Br)cc1 (configuration not stated)
  A: -0.6	B: 1.2	C: -4	D: 21
SMILES: Brc1cccc(-c2cc3ccccn3c2)c1
  A: 0.7	B: 0.5	C: -1	D: 0
SMILES: CCOC(=O)c1c2n(c3cc(Br)c(OC)cc13)CCN(c1cccc(Cl)c1)C2
  A: 0.4	B: 0.4	C: -9	D: 14

Next part.
Field names – A = GPR151 activ; B = FBW7 act; C = TEAD-YAP block; D = MITF primary
SMILES: O=C(CCCCCN1C(=O)c2ccccc2C1=O)Nc1ccccc1F
  A: 0.7	B: 0.0	C: 3	D: -15
SMILES: O=C(NCCCN1CCOCC1)c1cc(-c2ccc3c(c2)OCO3)on1
  A: 0.1	B: -0.1	C: 4	D: -8
SMILES: CCCCNC(=O)Cn1cnc2c([nH]c3ccc(C)cc32)c1=O
  A: -0.1	B: -0.3	C: 2	D: 14
SMILES: CCCc1ccc(Oc2c(-c3ccc(OC)c(C)c3O)n[nH]c2C)cc1
  A: 0.0	B: 0.1	C: 4	D: 13
SMILES: CSCCC(C(=O)O)N1C(=O)c2ccccc2C1=O (configuration not stated)
  A: 0.1	B: 0.0	C: 7	D: 2
SMILES: CC1CCC2(CC1)NC(=O)N(/N=C/c1cc3c(cc1[N+](=O)[O-])OCO3)C2=O (configuration not stated)
  A: -1.7	B: -0.1	C: -2	D: -11
SMILES: COc1ccc(C)cc1NC(=O)NC1CC(=O)N(c2ccc(F)cc2)C1 (configuration not stated)
  A: -0.8	B: 0.0	C: 9	D: 13
SMILES: CN(CCC#N)S(=O)(=O)c1ccc2c(c1)c(=O)n(C)c(=O)n2C
  A: -0.1	B: -0.2	C: -3	D: 7
SMILES: O=C(CSc1nnnn1-c1ccc(O)cc1)NC12CC3CC(CC(C3)C1)C2
  A: -1.5	B: 0.5	C: -1	D: 15
SMILES: CC1=NNC(=O)C1CC(=O)N/N=C/c1cccs1 (configuration not stated)
  A: 0.9	B: 0.6	C: -7	D: 16
SMILES: CCOC(=O)c1c(NC(=O)c2nn3c(c2Cl)NC(c2ccc(OC)cc2)CC3C(F)(F)F)sc2c1CCCC2 (configuration not stated)
  A: 1.3	B: -0.1	C: 0	D: 4
SMILES: Cc1cccc(C)c1NC(=O)CN1N=NC2C(=O)N(c3ccccc3)C(=O)C21 (configuration not stated)
  A: 0.5	B: -0.1	C: 6	D: -100
SMILES: CC(=O)Nc1ccc(CN2CCC(CO)(CC3CCCCO3)CC2)cc1 (configuration not stated)
  A: -0.1	B: -0.1	C: -5	D: -2
SMILES: Cc1ccc(S(=O)(=O)N2CCN(CC(N)=O)CC2)cc1Cl
  A: 1.0	B: 0.0	C: -5	D: 6
SMILES: Cc1ccc(C)c(OCc2cc(C(=O)N(C)C3CCN(C)C3)no2)c1 (configuration not stated)
  A: 0.5	B: 0.0	C: -12	D: 2
SMILES: CCCCCn1c(SCc2cc(F)ccc2F)nc2cc(C(=O)NCc3ccco3)ccc2c1=O
  A: -0.4	B: 0.0	C: -2	D: 1
SMILES: O=C(N/N=C/c1ccc(I)o1)c1cccnc1
  A: 0.3	B: 0.1	C: -3	D: -3
SMILES: Oc1ccccc1-c1nc(Nc2cccc(C(F)(F)F)c2)c2ccccc2n1
  A: -1.4	B: 0.1	C: 2	D: 7
SMILES: CC(=O)c1cccc(NC2c3ncccc3C(=O)N2Cc2ccco2)c1 (configuration not stated)
  A: -0.7	B: -0.3	C: -1	D: -16
SMILES: COc1cccc(-n2cc(C(=O)N(C)c3ccccc3C)c3ccccc3c2=O)c1
  A: -1.4	B: -0.1	C: -6	D: -8
SMILES: COc1ccc(Cl)cc1C(=O)Nc1c2c(nn1C(C)(C)C)CSC2
  A: -2.9	B: -0.1	C: -10	D: 1
SMILES: C[C@@H]1CN(Cc2nnnn2CC(=O)N(C)Cc2cnc3ccccn23)C[C@H](C)O1
  A: -0.6	B: 0.1	C: -9	D: 9

Quoted at random: 4 compounds from above
Field names – A = GPR151 activ; B = FBW7 act; C = TEAD-YAP block; D = MITF primary
SMILES: O=C(CSc1nnnn1-c1ccc(O)cc1)NC12CC3CC(CC(C3)C1)C2
  A: -1.5	B: 0.5	C: -1	D: 15
SMILES: COc1ccc(Cl)cc1C(=O)Nc1c2c(nn1C(C)(C)C)CSC2
  A: -2.9	B: -0.1	C: -10	D: 1
SMILES: CC(=O)Nc1ccc(CN2CCC(CO)(CC3CCCCO3)CC2)cc1 (configuration not stated)
  A: -0.1	B: -0.1	C: -5	D: -2
SMILES: CCCCCn1c(SCc2cc(F)ccc2F)nc2cc(C(=O)NCc3ccco3)ccc2c1=O
  A: -0.4	B: 0.0	C: -2	D: 1
